H9c2 protect = modulators protecting cardiomyocytes from myocardial damage; H9c2 cardiomyocytes, H2O2 injury protection, ATPLite, 2 h; hit rate 0.63% among 360,000; protection from H2O2 cell death, % at 20 µM; AID 588492;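 active means compounds giving at least 50% protection of heart cells from peroxide-induced death in the single-dose screen, raw or plate-pattern-corrected value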;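 further: 0% = DMSO wells with peroxide and 100% = DMSO wells without peroxide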
Glyco luc inh = N-linked glycosylation inhibition; D54 ERlucT glycosylation luciferase reporter, 24 h; percent of 100 nM tunicamycin response; reporter increase, % at 12.5 µM; AID 588692; hit rate 0.23% among 360,000;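 active means mean luciferase reporter signal, scaled so untreated is 0 and the glycosylation-blocking control 100, at or above a set limit in every replicate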;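 further: luciferase carries N-glycosylation sites so blocking glycosylation raises the light; 0% = median of neutral control wells and 100% = median of 100 nM tunicamycin wells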
Granule exo inh = blocks lytic granule exocytosis | TALL-104 LAMP-1 surface exposure, flow cytometry; cells stimulated with thapsigargin and PMA | inhibition, % at 10 µM | AID 651702 | hit rate 0.66% among 360,000;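 active means inhibition above about 55%, limit read from the data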
PDI inh = PDI (human) enzyme inhibition | AID 588391 | PDI insulin aggregation turbidity, A650, 90 min | inhibition, % at 10 µM | hit rate 0.052% among 350,000 | P07237;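 active means mean inhibition across replicates of 30% or more, whatever share of single replicates reach that level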;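 further: absorbance from insulin aggregation driven by PDI reduction with DTT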
Target sequence (P07237 whole entry, looked up): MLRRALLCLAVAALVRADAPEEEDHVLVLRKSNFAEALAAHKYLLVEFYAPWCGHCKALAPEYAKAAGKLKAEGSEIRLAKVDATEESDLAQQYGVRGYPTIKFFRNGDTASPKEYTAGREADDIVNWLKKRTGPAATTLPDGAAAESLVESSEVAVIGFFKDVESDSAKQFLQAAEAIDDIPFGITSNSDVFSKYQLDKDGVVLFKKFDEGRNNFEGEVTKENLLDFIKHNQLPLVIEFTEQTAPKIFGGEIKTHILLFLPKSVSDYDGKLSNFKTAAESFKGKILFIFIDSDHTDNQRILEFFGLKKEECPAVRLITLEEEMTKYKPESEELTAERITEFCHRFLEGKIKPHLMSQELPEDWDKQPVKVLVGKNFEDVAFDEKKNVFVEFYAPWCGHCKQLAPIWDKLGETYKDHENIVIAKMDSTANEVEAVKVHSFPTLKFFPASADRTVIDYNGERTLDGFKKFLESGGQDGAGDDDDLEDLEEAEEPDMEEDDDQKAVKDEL
CaV13 ICDI inh = Primary screen for inhibitors of IQ motif and Ca2+-dependent inactivation inhibitor domain binding in CACNA1D, Förster resonance energy transfer in living cells, … | HEK cells, CFP/YFP FRET ICDI-IQ, plate reader, 10 min; percent FRET-ratio fall versus neutral wells | inhibition, % at 12.3 µM | hit rate 0.098% among 340,000 | AID 743397;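 active means mean replicate inhibition of at least 30% and at least 1% of replicates passing that level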;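 further: 0% = median of the neutral control wells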
iPSC survival up = hiPSC single-cell survival enhancement; ATPlite luminescence; 100% = ROCK inhibitor wells, 0% = DMSO; survival enhancement, % at 20 µM; hit rate 0.044% among 360,000; AID 602274; in the data active means survival enhancement above about 18%;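 further: cells exposed to compounds for 16 hours before the ATP read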
ABCB6 inh MLPCN = blocks the human ABCB6 transporter. Q9NP58. K562-ABCB6 porphyrin accumulation, flow cytometry, 1 h; active compounds read low. fluorescence ratio to DMSO, % at 10 µM. hit rate 0.19% among 360,000. AID 602162;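 active means fluorescence ratio to DMSO below 75%, the collection mean minus 3 SD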;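 further: signal is porphyrin accumulated inside mitochondria; 100% equals median channel fluorescence of DMSO control wells; lower ratio means ABCB6 inhibition with less porphyrin fluorescence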
HTR2A ag = agonists of mouse serotonin 5-HT2A receptor (HTR2A); P35363; CHO-K1 mHTR2A beta-arrestin complementation, luminescence; percent of 30 µM serotonin response; activation, % at 7.6 µM; hit rate 0.66% among 360,000;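 active means activation above a run cutoff, the mean activation of all tested compounds plus 3 SD, cut at about 14% in these data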;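 further: 0% = plate median of compound wells and 100% = 30 µM serotonin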
Target sequence (P35363 whole entry, looked up): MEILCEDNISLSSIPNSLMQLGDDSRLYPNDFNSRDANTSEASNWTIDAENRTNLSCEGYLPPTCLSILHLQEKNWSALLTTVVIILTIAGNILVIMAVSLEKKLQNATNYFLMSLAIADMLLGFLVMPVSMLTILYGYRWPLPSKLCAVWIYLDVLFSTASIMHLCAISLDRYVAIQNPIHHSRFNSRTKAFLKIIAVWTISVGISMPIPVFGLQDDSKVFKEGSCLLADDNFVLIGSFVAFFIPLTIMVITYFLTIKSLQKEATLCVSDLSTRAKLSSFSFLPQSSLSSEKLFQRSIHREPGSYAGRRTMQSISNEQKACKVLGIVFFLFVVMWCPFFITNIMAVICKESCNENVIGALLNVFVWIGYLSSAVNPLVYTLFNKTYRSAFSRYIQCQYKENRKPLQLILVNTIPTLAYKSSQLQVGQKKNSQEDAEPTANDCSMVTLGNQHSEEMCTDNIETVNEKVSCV
aDG glyco act = alpha-DG glycosylation activation; Pro5-aDG cells, alpha-DG glycosylation AlphaScreen (IIH6); 0% Pro5, 100% B10-LARGE cell signal; activation, % at 10 µM; hit rate 0.22% among 360,000; AID 624168;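 active means activation of at least 8% versus controls, or a plate z-score of at least 8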;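 further: Pro5 are CHO cells carrying HIG-tagged alpha-DG that lacks glycosylation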
Vif inh = blocks HIV Vif function; hit rate 0.35% among 340,000; HEK293T cells, Vif self-association by quenched fluorescence, imaging, 24 h; inhibition, % at 7.49 µM; in the data active means inhibition above about 50%, passing the limit was not always enough; further: some results filed as inactive read as strong as hits
* = called active by the depositor; nt = no result given.

Value order: H9c2 protect | Glyco luc inh | Granule exo inh | PDI inh | CaV13 ICDI inh | iPSC survival up | ABCB6 inh MLPCN | HTR2A ag | aDG glyco act | Vif inh
[1] CC(=O)Nc1ccc(NCCc2ccco2)cc1
 : 1 | 1 | -3 | nt | -7 | 2.8 | 98 | 1 | -0.1 | 10
[2] O=C(NCc1ccco1)c1ccc(NS(=O)(=O)c2cccc(F)c2)cc1
 : 1 | -1 | -1 | -4 | nt | -0.6 | 96 | -5 | -0.3 | 6
[3] COc1ccc(C2N(C(=O)c3ccccc3)CCN2C(=O)c2ccccc2)cc1
 : 4 | -1 | 0 | 1 | -5 | 0.9 | 101 | -4 | -0.1 | 0
[4] O=C(Cn1cc2c(n1)CCCCC2)Nc1ccccc1Cl
 : -6 | 0 | -2 | 2 | -6 | 0.1 | 95 | -5 | 0.0 | 3
[5] COc1ccc(C(=O)NC(=S)Nc2ccccc2N2CCOCC2)cc1[N+](=O)[O-]
 : 16 | -1 | 9 | -2 | -4 | 4.1 | 99 | 3 | 0.0 | 2
[6] CC1CCCCN1C(=O)NC12CC3CC(CC(C3)C1)C2 (stereo unspecified)
 : 6 | 19 | 2 | -1 | -8 | 0.2 | 102 | 5 | 0.0 | 17
[7] COc1cccc(OC)c1C(=O)NC(C)c1ccccc1 (stereo unspecified)
 : 6 | -1 | 0 | 1 | nt | -0.3 | 103 | 7 | -0.1 | -1
[8] CC(C)(C)NC(=O)C(c1ccncc1)N(Cc1ccco1)C(=O)c1ccc(-c2ccccc2)[nH]1 (stereo unspecified)
 : -7 | 9 | 24 | 1 | -7 | 0.0 | 97 | -3 | 0.7 | -4
[9] COc1cccc2c1C1COC3C4CC(C(=O)O)C(C(C2)N13)N4C (stereo unspecified)
 : 7 | -7 | 3 | 1 | -7 | -2.8 | 97 | 0 | -0.1 | 11
[10] O=C(NC1CCC(NC(=O)C(F)(F)C(F)F)CC1)C(F)(F)C(F)F (stereo unspecified)
 : 3 | 0 | 6 | -1 | -9 | -0.1 | 105 | 0 | -0.1 | nt
[11] O=C(NCc1cccs1)c1ccc(-c2ccc(F)c(F)c2)c2ccoc12
 : -20 | -2 | 11 | 1 | -5 | -4.3 | 86 | 1 | 1.6 | -8
[12] COc1cc(C(=O)NCC(=O)OCCN2C(=O)c3ccccc3C2=O)cc(OC)c1OC
 : -5 | 1 | -4 | 2 | -4 | 0.1 | 97 | -1 | -0.1 | 9
[13] Cc1ccc(C(=O)NC(=S)Nc2cccc(NC(=O)c3ccccc3)c2)cc1[N+](=O)[O-]
 : 10 | 1 | 17 | 0 | -6 | 8.2 | 98 | -7 | -0.4 | -5
[14] CC(C)OCCCNC(=O)c1cc(Sc2ccc(F)cc2)nc2ccccc12
 : -3 | -4 | 0 | -2 | 0 | 0.3 | 93 | -1 | 0.0 | 5
[15] CCOC(=O)c1nnn(CC(=O)Nc2cc(F)ccc2F)c1C(=O)OCC
 : 2 | 0 | -1 | 10 | -5 | -0.5 | 89 | 5 | -0.1 | -5
[16] CCOC(=O)CC(NS(=O)(=O)c1ccc2[nH]c(=O)sc2c1)c1ccc(C)cc1 (stereo unspecified)
 : -2 | 3 | -4 | 0 | -4 | 0.2 | 97 | -3 | -0.4 | 1
[17] Cc1ccccc1NC(=O)CSc1nnnn1C
 : 7 | 1 | 0 | -1 | nt | 7.2 | 104 | 1 | -0.1 | 11
[18] Cc1noc(NS(=O)(=O)c2ccc(NC(=O)C(F)(F)F)cc2)c1C
 : 2 | 1 | 14 | 7 | -4 | -0.7 | 101 | 1 | -0.2 | 4
[19] COC(=O)c1ccc(OCCOCCOc2cccc3ccc(C)nc23)cc1
 : 1 | 1 | 1 | -5 | -3 | 5.1 | 95 | 0 | 0.2 | -4
[20] CN(c1ccc(C(=O)NCCSCc2ccc(Cl)cc2)cc1)S(=O)(=O)c1ccccc1
 : -12 | -2 | 2 | 0 | -4 | -1.4 | 95 | -5 | 0.2 | 6
[21] Cc1ccnc(NS(=O)(=O)c2ccc(NC(=O)C34CC5CC(C)(CC(C)(C5)C3)C4)cc2)n1
 : -4 | -1 | -4 | 9 | -6 | 3.3 | 93 | 1 | 0.0 | 12
[22] CC1(C)C2CC=C(/C=N/NC(=O)c3ccc(Cl)cc3)C1C2 (stereo unspecified)
 : 12 | -4 | -3 | -9 | -2 | -0.2 | 97 | -6 | 0.2 | -6
[23] CC1=C(C(=O)Nc2ccccc2C)C(c2cccs2)NC(=S)N1 (stereo unspecified)
 : 7 | 0 | -3 | 5 | -7 | 0.4 | 101 | 4 | 0.0 | -8
[24] O=C(COC(=O)c1cccc([N+](=O)[O-])c1)Nc1ccc(Cl)cn1
 : 0 | 2 | 0 | -8 | -6 | -0.4 | 99 | 4 | 0.0 | 3
[25] CC(=O)Nc1ccc(S(=O)(=O)/N=C2/NC(=O)/C(=C\c3ccco3)S2)cc1
 : 8 | 2 | -2 | -1 | -7 | 0.5 | 99 | 3 | 0.2 | -2
[26] CN(Cc1ccccc1)C(=O)Nc1c(Cl)cccc1Cl
 : 0 | -1 | 8 | nt | -11 | -0.2 | 99 | 10 | -0.1 | -5
[27] NC(=O)CCn1nc(-c2ccc(Cl)cc2)c2ccccc2c1=O
 : 11 | -2 | 0 | 15 | -1 | 4.2 | 90 | 0 | -0.2 | 6
[28] Clc1ccc(-c2nnc(-c3cccc4ccccc34)o2)cc1Cl
 : -5 | -2 | -4 | -6 | 1 | -0.2 | 99 | 3 | 0.0 | 3
[29] O=C(NC1CCCc2c1cnn2-c1ccc(F)cc1F)c1ccccc1N1CCOCC1 (stereo unspecified)
 : -5 | 0 | -9 | 9 | -10 | -0.2 | 94 | 2 | 0.5 | -6
[30] C=CCn1cc(/C=C/c2cc[n+](C)cc2)c2ccccc21
 : -14 | -3 | -2 | -1 | -30 | -0.7 | 766 | -1 | 0.1 | nt

[31] CCCCCCn1c(SCC(C)C)nc2c1c(=O)[nH]c(=O)n2C
[32] O=C(CNC(=O)c1ccccc1C(F)(F)F)N/N=C/c1cccs1
[33] COC(=O)CC1=C(c2ccc([N+](=O)[O-])cc2)CCC1=O
[34] COc1ccc(CCNS(=O)(=O)c2cn(C)c(=O)n(C)c2=O)cc1
[35] COc1ccc(C(=O)COC(=O)CNC(=O)c2ccc(C)s2)c(OC)c1
[36] S=C(NC1CCCC1)NC1CCCC1

compound no.	31	32	33	34	35	36
H9c2 protect	-30	8	2	5	4	-5
Glyco luc inh	2	2	-1	2	1	1
Granule exo inh	6	3	-25	-1	0	24
PDI inh	-3	-11	-9	nt	-1	-13
CaV13 ICDI inh	nt	-17	-4	-3	-6	7
iPSC survival up	-5.1	-0.4	-3.3	-0.9	-0.1	-2.0
ABCB6 inh MLPCN	95	105	100	101	91	94
HTR2A ag	-1	3	-2	7	2	3
aDG glyco act	2.3	1.7	-0.1	-0.1	-0.2	-0.1
Vif inh	-19	1	7	nt	-3	53*

[37] Cc1ccc(C(=O)OCC(=O)Nc2ccccc2Sc2ccccc2)cc1C
[38] CC1CC(c2ccccc2)NS(=O)(=O)O1 (stereo unspecified)
[39] Cc1cc(-c2ccccc2)n2nc(N)nc2n1
[40] O=C(NCC(=O)N1CCC(Cc2ccccc2)CC1)c1ccccc1F
[41] Cc1nn(-c2ccccc2)c(C)c1/C=N/n1cnnc1
[42] COc1cccc(N/C(N)=N/c2nc(C)cc(=O)[nH]2)c1

compound no.	37	38	39	40	41	42
H9c2 protect	-10	4	3	-6	-12	-2
Glyco luc inh	-3	1	5	-3	-1	0
Granule exo inh	16	-6	-3	-3	24	-6
PDI inh	-1	-6	3	0	5	2
CaV13 ICDI inh	-5	-5	7	-13	-10	nt
iPSC survival up	-0.8	-2.0	-0.8	3.3	-1.0	-0.1
ABCB6 inh MLPCN	94	92	101	93	100	102
HTR2A ag	-1	4	-1	6	-4	9
aDG glyco act	-0.1	-0.2	0.0	0.0	0.0	-0.1
Vif inh	-2	8	3	nt	6	5

[43] CCN1CCCC1CNC(=O)C(=O)NC (stereo unspecified)
[44] CSc1ccccc1NC(=O)CN(C)C(=O)/C=C/c1ccccc1
[45] O=C(Nc1ccc2c(c1)OCCO2)C1c2ccccc2OCC(=O)N1Cc1cccnc1 (stereo unspecified)
[46] COc1ccc(-c2cc(C(F)F)n3ncc(C(=O)N4CCc5ccccc54)c3n2)cc1
[47] Cc1ccc(Sc2ccc(NC(=O)c3ccc(F)cc3)cc2C#N)cc1
[48] COc1ccc(CCNC(=O)C2CCCN(S(C)(=O)=O)C2)cc1 (stereo unspecified)

compound no.	43	44	45	46	47	48
H9c2 protect	8	-2	nt	3	-30	4
Glyco luc inh	1	3	nt	18	-4	1
Granule exo inh	-3	-2	-6	-4	6	-4
PDI inh	-12	6	nt	-3	2	-14
CaV13 ICDI inh	-7	-3	-5	-5	-11	-4
iPSC survival up	-0.3	-0.1	0.9	-4.7	0.2	0.1
ABCB6 inh MLPCN	99	97	98	94	102	92
HTR2A ag	10	-1	2	1	-5	5
aDG glyco act	-0.2	0.1	0.4	0.1	0.0	0.0
Vif inh	-2	nt	nt	-4	-18	-2

[49] COc1ccc(NC(=O)COC(=O)CCC(=O)c2cccs2)cc1OC
[50] O=C(Nc1ccc(S(=O)(=O)N2CCOCC2)cc1)c1cccnc1
[51] O=S1(=O)N[C@H](Cc2ccccc2)COc2cc(N3CCSCC3)ccc21
[52] COCCNC(=O)/C(C#N)=C/c1cc(C)n(C2CCCCC2)c1C
[53] COc1ccc(CN(C)C(=O)C2CC(=O)N(c3ccc4c(c3)OCCO4)C2)c(OC)c1 (stereo unspecified)
[54] COc1ccc(CCNC(=O)/C=C/c2ccc(OC)c(S(=O)(=O)N3CCOCC3)c2)cc1
[55] COc1ccc2c(c1)C=C(C(=O)OCc1cccnc1)CO2
[56] COCCN=C1Sc2nc3cc4c(cc3cc2CN1CC1CCCO1)OCO4 (stereo unspecified)
[57] O=C(NCc1ccc(F)cc1)C1CCCN(S(=O)(=O)c2ccc(-n3cnnn3)cc2)C1 (stereo unspecified)

compound no.	49	50	51	52	53	54	55	56	57
H9c2 protect	3	-2	nt	-15	-9	5	2	-3	-2
Glyco luc inh	2	-2	nt	-11	-1	1	1	1	-2
Granule exo inh	3	-5	-4	3	0	-7	1	-1	11
PDI inh	-2	6	nt	5	9	1	1	7	-1
CaV13 ICDI inh	-5	-5	-4	-4	-5	-15	-13	-5	-5
iPSC survival up	-5.5	2.0	0.0	-3.1	-1.1	-0.4	1.2	-0.8	0.0
ABCB6 inh MLPCN	98	98	94	111	93	98	105	93	98
HTR2A ag	0	1	-7	-4	-1	-3	-2	-1	0
aDG glyco act	0.1	-0.1	-0.1	-0.3	0.3	0.1	0.0	0.0	0.0
Vif inh	-9	0	nt	-7	-8	1	-5	20	3

From PubChem BioAssay
